# Autophagy mod – modulators of autophagy | MEF GFP-LC3 puncta imaging; test concentration mostly 10 µM | calls only at 10 µM (by protocol) | 190,000 tested, 0.98% active | AID 463193;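 active = percentage of spot-positive cells more than 3 SD above its plate mean, without a fluorescence outlier flag or 80% toxicity; inconclusive = no clear call, values can overlap the other calls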;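 note: spot-positive cell cutoff set from DMSO-treated cells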
# bCat nuc transl – modulators of beta-catenin nuclear translocation | 190,000 tested, 0.3% active | HeLa beta-catenin nuclear translocation, immunofluorescence imaging | nuclear translocation activity, % at 5 µM;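 active = nuclear translocation activity above 50% at 5 µM, with a well cell count of 50 or more; inconclusive = wells under 50 cells across six images, flagged as toxic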;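 note: per-cell ratio of nuclear to cytoplasmic median beta-catenin stain intensity; plate controls were DMSO negative control for no effect and GSK-3 inhibitor IX positive control for full effect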
#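 Test system: HeLa cells, endogenous beta-catenin; Compound: single 5 µM dose plus 0.02–20 µM confirmation series; Times: compound exposure 24 h at 37°C; Signal: fluorescence imaging of beta-catenin antibody stain plus DAPI; Read-out: % activation, nuclear-to-cytoplasmic median beta-catenin signal ratio per cell.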
# Yfh1-off respiration – enhancers of respiration in Yfh1-depleted yeast, dose response, Friedreich's ataxia, plus single-dose screen (AID 1465) | S. cerevisiae Yfh1-off respiration, WST-1 reduction, 72 h; higher fold induction means a stronger effect | 220,000 tested, 0.074% active | fold induction at 50 µM, or EC50 in µM where a hit was titrated;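 active = fold induction of absorbance versus untreated yeast above a set limit, then at least 30% activation at any dose in follow-up; inconclusive = repeats straddling the limit, or above it without dose testing; inactive = fold induction below the set limit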;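 note: activators that raise dye reduction in frataxin-depleted yeast; strong numbers were not always called active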
# Insulin prom up – MIN6 insulin promoter up-regulation. MIN6 insulin promoter-GFP reporter, high-content imaging; stronger effect = higher value. z-score at 5 µM. 190,000 tested, 0.3% active. AID 1625;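 active = z-score above 3 at 5 µM with at least 500 cells counted in the well; inconclusive = wells under 500 cells, flagged as cytotoxic or low count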
# WT yeast gro inh – growth inhibition of WT yeast, mitochondrial fusion screen; mitochondrial fusion phenotypic screen, WT strain; AID 1362; inhibition, % at 10 µM; 190,000 tested, 2.1% active; in the data active = inhibition above about 58%; tested in S. cerevisiae
# AID2073 – disruptors of CaV2.2 binding to Mint1 – biochemical, HTRF (AID 2073) | HTRF protein-protein interaction, Mint1-CaV2.2; higher % means a stronger effect | one-dose inhibition, % at 20 µM; IC50 in µM for titrated hits | 290,000 tested, 0.19% active; in the data active = inhibition mostly above about 51%, no sharp cut-off; inconclusive = no clear call, values can overlap the other calls; inactive = mostly below about 53%; note: some results filed as inactive read as strong as hits
# MT stabilizer – stabilizes microtubules in HeLa cells; HeLa tubulin immunostaining HCS, 24 h; share of cells brighter than vehicle mean+2SD; % tubulin-high responders, % at 10 µM; 200,000 tested, 0.83% active;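 active = plate Z-score above 3 for both tubulin-high and condensed-nucleus cell shares, with cell loss under 80%, at 10 µM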;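 note: anti alpha tubulin signal scored within the nucleus-defined area of each cell; some results filed as inactive read as strong as hits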
# HIV peptide binding – inhibitors of HIV fusion peptide binding, primary screen, biochemical, uHTS, fluorescence dequenching (AID 1986) | 290,000 tested, 0.3% active | cell-free peptide binding, fluorescence dequenching, 30 min; higher % means a stronger effect | inhibition, % at 20 µM; hits with a dose series show IC50 in µM; in the data active = inhibition mostly above about 52%, no sharp cut-off; inactive = mostly below about 76%; note: some results filed as inactive read as strong as hits
# Dynein cargo inh – blocks dynein driven cargo transport along microtubules. AID 1381. 220,000 tested, 0.47% active. z-score, hits read low. 3617.4 mouse cells, GR-EGFP nuclear translocation imaging; test concentration mostly 20 µM; stimulated with dexamethasone, 1 µM; stronger effect = lower value;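 active = plate z-score of nuclear minus cytoplasmic receptor signal below a set negative limit, without overly bright fluorescence or cell loss, cut at about -3.5 in these data, passing the limit was not always enough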;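 note: z-score of nuclear minus cytoplasmic ring GR-EGFP intensity difference per well; some compounds called inactive have numbers as strong as hits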
#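 Schedule: 48 h induction, then 1 h compound, then 30 min agonist, 37 °C. Buffer or medium: tetracycline-free induction medium containing charcoal-stripped FBS. Reagent: 1.0 µM final dexamethasone stimulus. Evaluation: nuclear versus cytoplasmic GR-EGFP signal, averaged per well. Signal: high-content fluorescence imaging after fixation.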
# WT yeast gro inh mutant strain – recorded beside WT yeast gro inh, whose call it bears; inhibition, %; mitochondrial fusion phenotypic screen, mutant strain inhibition
# Dynein cargo inh cytoplasmic EGFP – recorded beside Dynein cargo inh, whose call it bears; z-score; measured here: cytoplasmic GR-EGFP intensity; stronger effect = higher value
# Dynein cargo inh nuclear GR-EGFP – also measured in Dynein cargo inh; calls as there; z-score; measured here: nuclear GR-EGFP intensity;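 lower value marks the stronger effect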
# Dynein cargo inh cell count – further read-out of Dynein cargo inh, marked with its call; z-score; measured here: cell count per field
# Insulin prom up cell count – recorded beside Insulin prom up, whose call it bears; cell count; measured here: cytotoxicity, nuclei count;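 total cells summed across four imaged fields per well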
# bCat nuc transl cell count 5 µM – further read-out of bCat nuc transl, marked with its call; cell count; measured here: cell count, cytotoxicity flag
# MT stabilizer Hoechst-high % – second read-out of MT stabilizer, no call of its own (marks repeat the call); % Hoechst-high responders; measured here: nuclear condensation Hoechst responders;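 share of cells brighter than vehicle mean plus two SD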
# MT stabilizer cytotoxicity % – also measured in MT stabilizer; calls as there; toxicity, %; measured here: cytotoxicity by cell density;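 0% = mean cell density of plate MIN control wells and 100% = no cells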
# Autophagy mod cell loss 18 h – further read-out of Autophagy mod, marked with its call; toxicity, %; measured here: cell loss, nuclei count;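 cell loss after 18 h compound exposure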
# * = called active by the depositor; i = inactive; ? = inconclusive; nt = no result given. Hits appear at their usual frequency (roughly 4.2% active in at least one column).
SMILES,Autophagy mod,Autophagy mod cell loss 18 h,bCat nuc transl,bCat nuc transl cell count 5 µM,Yfh1-off respiration,Insulin prom up,Insulin prom up cell count,WT yeast gro inh,WT yeast gro inh mutant strain,AID2073,MT stabilizer,MT stabilizer Hoechst-high %,MT stabilizer cytotoxicity %,HIV peptide binding,Dynein cargo inh,Dynein cargo inh cytoplasmic EGFP,Dynein cargo inh nuclear GR-EGFP,Dynein cargo inh cell count
COC(=O)c1sc2ccccc2c1NC(=O)c1coc2ccccc2c1=O,i,7,-1.3,1169,i,0.17,1102,-5,-16,7%,2.8,1.6,5.3,2.0%,-0.4,-0.26,-0.22,0.33
Cc1c(C(C)C)c(=O)n(-c2ccc(S(=O)(=O)NC3CCCCC3)cc2)n1C,i,-22,0.3,1095,i,?,nt,-7,0,-10%,4.4,3.1,5.2,1.1%,-0.47,-0.26,-0.21,0.048
CC(C)(C)C(=O)N1CCN(c2nc3ccccc3o2)CC1,i,-6,2.3,1054,i,0.22,1303,7,13,-2%,4.6,1.6,9.2,-1.1%,1.1,-0.19,0.84,-0.72
COc1ccc(NC(=O)CSc2nnc(Cc3ccccc3)o2)c(OC)c1,i,-4,-0.6,951,i,0.05,1162,-4,2,10%,1.7,1.3,8.9,-3.1%,0.41,-0.19,0.69,-0.41
COc1cc(S(=O)(=O)Nc2ccc(C(=O)NCC(=O)O)cc2)ccc1NC(C)=O,i,9,0.1,1015,i,-0.12,1569,4,-11,-2%,2.1,2.4,6.1,-0.5%,-0.77,-0.18,-0.52,0.034
Cc1ccc(-c2noc(CN3CCC(C(N)=O)CC3)n2)cc1,i,-11,-1.7,1147,nt,nt,nt,-7,2,-8%,2.7,2.4,12,-2.6%,0.33,-0.17,0.32,-0.21
COc1ccc2cc(S(=O)(=O)N3CCOCC3)ccc2c1,i,2,-1.0,1122,i,0.28,1965,8,2,2%,2.8,2.0,4.7,0.8%,-1.4,-0.33,-0.74,0.58
COc1ccc(CNC(=O)Cn2cncn2)cc1OC,i,-13,-0.9,1050,i,0.16,1274,9,-6,6%,4.2,3.1,1.0,-0.9%,1.3,-0.19,0.79,-0.69
CC(=O)c1c(O)cc(=O)n(-c2ccccc2)c1-c1cccc2ccccc12,i,4,nt,nt,i,nt,nt,-5,-7,?,2.9,2.4,5.9,-0.5%,-0.56,-0.39,-0.065,0.22
Cc1ccccc1NC(=S)N1CCOCC1,i,-1,-1.3,1037,i,-0.22,1178,-1,7,-11%,3.0,3.4,11,-1.8%,0.49,-0.25,0.29,0.098
Cc1nc2ccccc2c(=O)n1NC(=O)/C=C/c1ccc(Br)cc1,i,4,-0.7,1086,i,nt,nt,12,-13,6%,2.5,2.4,4.3,-0.2%,-0.38,-0.21,-0.27,1.8
CC1CC(=O)N(c2ccc(NCCc3ccc(O)cc3)c([N+](=O)[O-])c2)C1=O (stereo not drawn),i,-29,-0.5,1105,i,-0.39,1344,5,1,-3%,3.5,2.7,8.9,-1.9%,0.59,-0.29,0.52,-0.47
C=C(C)CSc1nc2nc(C)cc(C)n2n1,i,-2,-1.1,1129,i,-0.69,1187,1,5,4%,3.1,2.2,3.7,0.2%,1.8,-0.19,1.2,-1.4
CC(=O)Nc1ccc(S(=O)(=O)Nc2nc3ccccc3nc2Sc2nncn2C)cc1,i,3,-7.3,863,i,0.91,1098,5,-7,1%,6.2,2.8,7.3,-0.2%,-1.3,0.24,-0.79,0.97
CCOc1ccc2nc(-c3ccccc3)[nH]c2c1,i,23,78*,393*,i,0,1009,1,11,14%,42*,34*,71*,-4.3%,-0.39,-0.15,-0.032,-0.46
COc1ccc(OC)c2sc(NC(=O)C3CC3)nc12,i,5,nt,nt,i,-0.42,939,11,1,16%,3.1,4.6,8.6,5.6%,-0.68,-0.28,-0.29,0.54
O=C(N=Nc1c(O)n(C2OC(=O)c3ccccc32)c2ccccc12)c1ccc(O)cc1 (stereo not drawn),i,4,-0.1,914,nt,0.4,1533,-8,-14,-4%,2.4,2.5,8.1,2.1%,0.34,-0.16,0.54,0.29
C=CCn1c(C)csc1=Nc1ccc(C(=O)O)cc1,i,-2,-4.8,1116,i,0.6,1417,-16,9,4%,4.2,2.2,5.8,2.1%,-0.27,-0.29,0.19,-0.12
Cc1ccc(S(=O)(=O)N2C(=O)/C(=C3\SC(=S)NC3=O)c3ccccc32)cc1,nt,nt,-0.1,1378,i,0.08,999,nt,nt,0%,nt,nt,nt,70%,-0.74,-0.24,0.34,-0.55
CN(CCNC(=O)c1cc2c(=O)n(C)c3ccccc3c2n1C)Cc1ccccc1,i,-5,5.1,1120,i,-0.78,899,16,10,1%,2.6,3.3,3.7,-1.0%,-0.11,0.092,0.021,-1.2
CCN(c1ccccc1)S(=O)(=O)c1ccc(Cl)c(C(=O)OCC(=O)NC(=O)C(C)C)c1,i,-5,-1.1,1155,i,0.2,1335,-13,0,21%,2.0,2.1,1.1,-0.7%,-0.56,-0.32,0.076,-0.0029
CCCc1nnc(NC(=O)CCCC(=O)O)s1,i,8,nt,nt,i,nt,nt,-22,-2,3%,2.7,1.5,4.6,-0.2%,3.1,0.64,3.2,-2.6
COc1ccc(C(=O)COc2ncnc3cc(Cl)ccc23)cc1,nt,nt,0.1,1265,i,-0.15,1076,nt,nt,-13%,nt,nt,nt,0.8%,0.12,-0.25,1,-0.46
O=C(CSc1ccc(-c2ccccn2)nn1)NCc1ccc(F)cc1,i,30,2.2,1044,i,-0.01,1206,12,-4,9%,1.2,1.0,1.4,0.3%,0.78,-0.22,0.66,-1.1
COC(=O)c1ccc(CSc2ncnc3c2oc2ccccc23)o1,i,4,-3.6,987,i,0.93,1454,6,7,7%,4.9,2.6,9.4,-1.8%,2,-0.13,1.1,-1.7

# Other entries
SMILES,Autophagy mod,Autophagy mod cell loss 18 h,bCat nuc transl,bCat nuc transl cell count 5 µM,Yfh1-off respiration,Insulin prom up,Insulin prom up cell count,WT yeast gro inh,WT yeast gro inh mutant strain,AID2073,MT stabilizer,MT stabilizer Hoechst-high %,MT stabilizer cytotoxicity %,HIV peptide binding,Dynein cargo inh,Dynein cargo inh cytoplasmic EGFP,Dynein cargo inh nuclear GR-EGFP,Dynein cargo inh cell count
CC1CC2(CCCCC2)N2C(=O)C(=O)c3cccc1c32 (stereo not drawn),i,-25,nt,nt,i,nt,nt,nt,nt,6%,1.9,1.2,7.7,0.4%,-0.23,-0.21,0.18,0.2
COC(=O)c1cccc(N(C(=O)c2cnccn2)C(C(=O)NC2CCCCC2)c2cn(C)nc2C)c1 (stereo not drawn),i,-3,-0.7,1014,i,1.5,1910,4,13,3%,1.7,1.0,1.4,-1.5%,2.8,-0.14,0.45,-1.4
O=C(NCc1ccccc1)c1ccc(/C=N/O)nc1,i,-10,-5.3,755,i,-0.49,1387,9,1,-1%,3.0,2.1,3.6,0.2%,-0.39,-0.17,0.016,-0.15
N/C(=N\OC(=O)CC1CCCCC1)c1ccccc1,i,-2,-3.3,521,i,-0.1,1446,-15,-8,-2%,2.2,5.5,4.7,-1.5%,-0.19,-0.23,-0.52,0.21
CC(=O)Nc1ccc(-c2nn[nH]n2)cc1,nt,nt,0.2,1332,i,-1.1,1065,nt,nt,?,nt,nt,nt,1.3%,-0.93,-0.19,0.22,-1.1
COc1ccc(OCC(=O)Nc2cccc3cccnc23)cc1,i,-9,-7.3,954,i,0.37,1073,-1,-13,18%,2.8,1.7,3.6,4.1%,0.47,-0.2,0.81,0.63
COC(=O)Cc1[nH]nc2c1C1(C(=O)N(Cc3ccc(Cl)cc3)c3ccccc31)C(C#N)=C(N)O2 (stereo not drawn),i,0,-4.3,933,i,0.55,1387,11,-6,-4%,2.2,1.0,5.1,1.6%,-0.57,0.2,-0.34,0.6
O=C(Nc1cccc([N+](=O)[O-])c1)c1ccc2ccccc2c1O,nt,nt,-1.3,1164,i,-2.1,1152,nt,nt,36%,nt,nt,nt,-0.5%,-0.19,-0.27,-0.16,0.96
Cn1c(=O)c2c(nc(N/N=C/c3cccs3)n2Cc2ccc(Br)cc2)n(C)c1=O,i,-8,-2.6,1005,i,-0.16,1064,58,13,19%,3.2,2.8,3.7,1.7%,-1,-0.056,-0.56,0.57
COc1cc(/C=N/Nc2nc(C)cc(C)n2)ccc1OC(=O)c1ccco1,i,-5,-0.4,963,i,0.05,1269,-28,7,1%,1.6,1.8,8.7,-1.8%,0.43,0.041,0.62,-0.89
Cc1cc(C)n2c(SCC(=O)Nc3ccc(F)cc3)nnc2n1,nt,nt,1.1,972,i,0.32,1268,nt,nt,-11%,nt,nt,nt,-1.5%,0.13,-0.23,0.05,0.34
Cn1c(Cn2c(=O)sc3ccccc32)nnc1SCC(=O)Nc1cccc(Cl)c1,i,-12,-4.4,1233,i,0.59,1239,3,4,6%,2.5,3.9,10,-0.8%,-0.31,-0.19,0.17,0.63
COc1ccc(-c2cc3nc4c(c(N5CCC6(CC5)OCCO6)n3n2)CCC4)cc1,i,-1,1.5,998,i,-0.93,1381,0,-4,26%,2.4,2.7,2.0,-1.5%,0.059,0.04,0.58,0.099
Cc1nc2ccccc2nc1OCC(=O)N1CCN(c2ccccc2)CC1,i,5,-2.0,760,nt,0.78,1086,7,20,-5%,1.7,1.4,7.3,-0.9%,0.39,-0.21,0.19,-0.13
CSc1ccc(CNc2nnnn2C)cc1,i,1,-1.0,894,i,0,1645,-8,9,-6%,5.7,2.0,7.5,-1.2%,-0.51,-0.29,0.3,0.00056
N#Cc1cccc(NC(=O)CC2CCCCC2)c1,i,3,-3.2,906,i,0.33,1231,7,-1,-1%,1.5,2.1,6.7,1.3%,-0.34,-0.22,-0.33,0.9

# Source: PubChem
